Screens from PubChem.
human PMI inhibitors: MPI inhibition at elevated mannose 6-phosphate – biochemical, fluorescence intensity, high mannose 6-phosphate, primary screen (AID 1220) | recombinant PMI enzyme, coupled fluorescence intensity; higher % means a stronger effect | inhibition, % at 20 µM, or IC50 in µM where a hit was titrated | 0.66% of 190,000 active
Myeloid diff MLP: promotes myeloid progenitor differentiation; ER-HoxA9 myeloid progenitors, lysozyme-GFP differentiation, flow cytometry; 1% of 360,000 active; calls only at 10 µM;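 active means normalized GFP-positive differentiation at or above the plate's own cutoff, the solvent-only control mean plus 3 SD; inconclusive means no clear call, values can overlap the other calls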;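 further: cells exposed to compound for four days before flow analysis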
M1AAP inhibition: P. falciparum M1AAP inhibitors, biochemical, fluorogenic H-Leu-NHMec substrate, 1536-well (AID 1445); recombinant M1AAP, H-Leu-NHMec fluorogenic kinetic assay; higher % means a stronger effect; inhibition, % at 30 µM, or IC50 in µM where a hit was titrated; 0.42% of 220,000 active;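 active means primary inhibition above the hit cutoff, then over 50% inhibition at one or more dose response concentrations, cut at about 23% in these data, passing the limit was not always enough; inconclusive means conflicting primary data, or primary hits not chosen for dose response; inactive means low primary inhibition, or under 50% at every dose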;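 further: plate controls were DMSO full reaction for no effect and no enzyme background for full effect; strong numbers were not always called active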
XIAP antagonists: small molecules displacing peptide from XIAP – biochemical, IAP family, fluorescence polarization (AID 1018); displacement, % at 20 µM, or IC50 in µM where a hit was titrated; XIAP BIR domain, fluorescence polarization peptide displacement; higher % means a stronger effect; 0.007% of 200,000 active; in the data active means displacement above about 50%; further: a part of the inactive calls stands beside numbers as strong as those of hits
TNAP activation fold: human TNAP enzyme activators, primary screen, biochemical, luminescent, no phosphate acceptor, uHTS (AID 1001); purified TNAP, luminescent activation assay, no phosphate acceptor; higher activation fold means a stronger effect; one-dose activation fold at 20 µM; EC50 in µM for titrated hits; 0.03% of 200,000 active; in the data active means activation fold from about 3, or a potency from the dose series; inactive means the rest, 99 in 100 with activation fold below about 1.6; further: many of its hits are not listed in these tables
LYP phosphatase: inhibitors of LYP phosphatase, biochemical, fluorescence intensity, uHTS (AID 1779). recombinant LYP phosphatase, fluorescence intensity; higher % means a stronger effect. inhibition, % at 11.5 µM; hits with a dose series show IC50 in µM. 0.054% of 290,000 active;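 further: plate controls were vehicle with enzyme for no effect and no enzyme for full effect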
M17LAP inhibition: P. falciparum M17LAP inhibitors, primary screen, biochemical, fluorogenic H-Leu-NHMec substrate, 1536-well (AID 1619); recombinant M17LAP, H-Leu-NHMec fluorogenic kinetic assay; higher % means a stronger effect; inhibition, % at 30 µM, or IC50 in µM where a hit was titrated; 0.38% of 220,000 active;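 active means compound inhibiting the enzyme by more than half at any dose during confirmatory dose-response retesting; inconclusive means strong single-dose inhibitors picked by rank but not retested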;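 further: plate controls were full reaction with DMSO carrier for no effect and no enzyme background for full effect; strong numbers were not always called active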
CSM14.1 death rescue: protection against thapsigargin-triggered cell killing – 384-well, CSM14.1, ATP luminescence, primary screen (AID 1222). one-dose cellular ATP content (survival), % at 20 µM; EC50 in µM for titrated hits. CSM14.1 thapsigargin-induced death rescue, ATP luminescence; higher % means a stronger effect. 190,000 tested, under 10 active;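 active means EC50 below 50 µM in the dose-response confirmation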;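 further: death triggered by thapsigargin at about 15 µM added after 2 h compound pretreatment; cell ATP read after overnight thapsigargin exposure of roughly 18 to 22 hours; normalized against plate controls of thapsigargin alone and 5% DMSO vehicle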
human PMI inhibition: MPI enzyme activity inhibition – biochemical, fluorescence intensity, coupled assay, primary screen (AID 1209). purified PMI enzyme, coupled fluorescence intensity; higher % means a stronger effect. inhibition, % at 20 µM, or IC50 in µM where a hit was titrated. 0.42% of 190,000 active;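 further: plate controls were DMSO vehicle for no effect and wells lacking substrate for full effect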
Myeloid diff MLP GFP+ MAC1+ %: second read-out of Myeloid diff MLP, no call of its own (marks repeat the call); GFP+ MAC1+ double positive, %; measured here: differentiation confirmed by MAC1 staining
Active calls of the source: *; i = inactive; ? = inconclusive; / = no result given. Unless noted, no stated cut-off is given here; in the data, active means inhibition above about 50%; inactive means the rest.

SMILES	human PMI inhibitors	Myeloid diff MLP	Myeloid diff MLP GFP+ MAC1+ %	M1AAP inhibition	XIAP antagonists	TNAP activation fold	LYP phosphatase	M17LAP inhibition	CSM14.1 death rescue	human PMI inhibition
O=C1CCCN1CN(C(=O)c1ccc2c(c1)OCO2)c1cccc(Cl)c1	3%	i	1.3	-4%	-6.1%	1.1	-7%	10%	-1.5%	5%
CCCCNC(=S)N1CCN(CC)CC1	-6%	i	0.3	-1%	-3.2%	1.1	-6%	-6%	-1.8%	-3%
CC(C)(C)NS(=O)(=O)c1ccc(OCC(=O)Nc2ccc3c(c2)OCCO3)cc1	4%	i	1.3	12%	-6.8%	1.1	-12%	1%	-2.0%	7%
O=C(c1cc2ccccc2oc1=O)N(Cc1cccc(Br)c1)C1CCS(=O)(=O)C1 (stereo not drawn)	/	i	0.6	10%	/	/	0%	-4%	/	/
CCCCN(CCCC)Cc1ccc(C(=O)NNC(=O)Nc2ccc(F)cc2)o1	2%	i	0.4	2%	-6.2%	2.1	-11%	1%	5.6%	4%
CCc1ccc(C2C(C(C)=O)=C(C(=O)OC)Nc3nnnn32)cc1 (stereo not drawn)	-32%	i	0.2	4%	4.3%	1	-4%	-8%	1.5%	-28%
CCOC(OCC)P(=O)(c1ccccc1)c1ccccc1	-7%	i	2.4	1%	-6.1%	1.1	-4%	-8%	0.1%	-9%
CCCSCCCNC(=O)Cn1cc2c(n1)CCCCC2	11%	i	0.7	1%	-5.9%	1	2%	3%	/	3%
O=C(Nc1nccs1)[C@@H]1CCCN1C(=O)c1cccs1	-5%	i	0.1	5%	-9.1%	1.1	-4%	8%	-0.5%	-9%
CCn1cc(C(C)NC(=O)COc2ccc(Cl)cc2C)c(C)n1 (stereo not drawn)	20%	i	1.1	1%	-4.3%	1.1	-5%	2%	-1.4%	19%
CC(=O)Nc1cc(C(=O)O)ccc1S(=O)(=O)c1ccc(Cl)cc1	-13%	i	2.5	5%	-6.6%	1.1	-6%	-7%	0.0%	-21%
COc1ccccc1N1CCN(C(=O)/C=C/c2ccco2)CC1	9%	i	0.5	4%	-2.9%	1.1	9%	19%	1.5%	9%
Cc1cc(C)nc(-n2nc(C)c3c(C)c(C)c(C)nc32)n1	-20%	/	/	-3%	-3.8%	0.8	-1%	-1%	-0.1%	-17%
CCCNC(=S)N1CCN(Cc2ccc3c(c2)OCO3)CC1	-2%	i	0.2	-2%	-2.5%	1.1	0%	3%	1.5%	0%
O=C1c2ccccc2C(O)N1Cc1ccco1 (stereo not drawn)	0%	i	1.2	0%	-7.7%	0.9	-1%	13%	-1.1%	2%

Of the compounds above, 3 contain a furan ring, fused or not:
SMILES	human PMI inhibitors	Myeloid diff MLP	Myeloid diff MLP GFP+ MAC1+ %	M1AAP inhibition	XIAP antagonists	TNAP activation fold	LYP phosphatase	M17LAP inhibition	CSM14.1 death rescue	human PMI inhibition
CCCCN(CCCC)Cc1ccc(C(=O)NNC(=O)Nc2ccc(F)cc2)o1	2%	i	0.4	2%	-6.2%	2.1	-11%	1%	5.6%	4%
COc1ccccc1N1CCN(C(=O)/C=C/c2ccco2)CC1	9%	i	0.5	4%	-2.9%	1.1	9%	19%	1.5%	9%
O=C1c2ccccc2C(O)N1Cc1ccco1 (stereo not drawn)	0%	i	1.2	0%	-7.7%	0.9	-1%	13%	-1.1%	2%

Next structures follow.
SMILES	human PMI inhibitors	Myeloid diff MLP	Myeloid diff MLP GFP+ MAC1+ %	M1AAP inhibition	XIAP antagonists	TNAP activation fold	LYP phosphatase	M17LAP inhibition	CSM14.1 death rescue	human PMI inhibition
COc1cccc(OC)c1C(=O)Nc1c(C)n(C)n(-c2ccccc2)c1=O	6%	i	4.8	1%	-5.5%	1.1	-6%	-1%	-1.4%	2%
Cc1c(NC(=O)Cn2ccc([N+](=O)[O-])n2)c(=O)n(-c2ccccc2)n1C	7%	i	9.1	0%	-1.4%	1.1	-8%	3%	0.4%	4%
CCN(c1ccccc1)S(=O)(=O)c1cccc(C(=O)NCC(c2cccs2)N(C)C)c1 (stereo not drawn)	-3%	i	0.2	-9%	-3.9%	1.2	-2%	-6%	2.0%	-2%
Cc1cc(C)nc(N(C#N)CN2C(=O)c3ccccc3C2=O)n1	-19%	i	11	7%	-4.9%	1	-5%	6%	-1.2%	-15%
CN(CC(=O)Nc1cccc([N+](=O)[O-])c1)S(=O)(=O)c1ccccc1	3%	i	0.9	10%	0.5%	1.1	-1%	-2%	0.1%	6%
CC(C)c1ccc(NC(=O)C2CC(=O)N(C(C)C)C2)cc1 (stereo not drawn)	12%	i	0.6	6%	-0.4%	1.1	-6%	21%	/	11%
COC(=O)c1oc2ccc(Cl)cc2c1N	16%	i	0.6	1%	-0.7%	1	-5%	-32%	3.4%	21%
S=C(Nc1ccc2cn[nH]c2c1)Nc1ccccc1Cl	42%	i	0.4	6%	-2.0%	1	0%	22%	-1.4%	14%
O=C(COCC(=O)N/N=C/c1ccc(F)cc1)N/N=C/c1ccc(F)cc1	-4%	i	1.1	17%	2.2%	1	-4%	0%	0.2%	11%
O=C(N/N=C/c1cccc(F)c1)c1c(O)c2ccccc2[nH]c1=O	1%	i	0.5	6%	-11%	1	-6%	10%	3.2%	1%
C=CCS/C(N)=N\N=C\c1cc(Br)cc([N+](=O)[O-])c1O	/	i	0.2	21%	/	/	4%	3%	/	/
Cc1cc(C)c(-n2nnnc2SC(C)C)c(C)c1	-4%	i	0.2	4%	-26%	1.1	-2%	3%	-4.6%	0%
COc1ccc(C[C@H]2c3cc(O)c(OC)cc3CC[N+]2(C)[O-])cc1O (stereo partly drawn)	/	i	1.1	10%	/	/	-8%	-28%	/	/
Cc1ccc(C2NC(=O)Cc3ccccc32)cc1 (stereo not drawn)	-8%	i	1.4	0%	-5.5%	1	-7%	-53%	-4.1%	-9%
CC(=O)N1CCN(C(=S)NCCc2ccccc2)CC1	-1%	i	0.1	-1%	-2.6%	1.1	-6%	-4%	-0.2%	6%
O=C(CSc1ncccn1)N1CCN(C(=O)CSc2ncccn2)CC1	-14%	i	0.3	0%	-7.3%	1.1	-10%	-12%	2.3%	-3%
CCCC(=O)c1ccc(N2CCCCCC2)c(F)c1	7%	i	1.2	-1%	-4.6%	1.1	0%	1%	0.0%	6%
CCOc1ccccc1C1CC(c2cccc(NS(C)(=O)=O)c2)=NN1C(=O)c1ccccc1 (stereo not drawn)	8%	i	0.6	-1%	-1.9%	1.1	0%	9%	3.1%	15%
CCCn1c(C)cc(C(=O)CSc2nnc3n(CCC)c(=O)c4ccccc4n23)c1C	1%	/	/	/	-22%	1	-4%	/	-1.3%	7%
CC(c1ccccc1)n1cc(C(=O)NCc2cccnc2)nn1 (stereo not drawn)	1%	i	0.6	7%	-0.6%	1.1	-4%	-3%	0.6%	6%
COc1ccc(NC(=O)CSc2nnc(Cc3cccn3C)n2-c2ccc(F)cc2)cc1	9%	i	1.6	24%*	4.7%	1.2	-3%	19%	/	9%
CCN1CCN(S(=O)(=O)c2cc(OC)c(Cl)cc2OC)CC1	5%	i	2.9	-5%	-3.8%	1.1	-3%	2%	1.5%	3%
Cc1nc2ccccc2c(=O)n1NC(=O)c1cccnc1Cl	-3%	i	0.2	1%	-5.7%	1	-2%	1%	-0.8%	-14%
CC(O)CNc1nc2ccccc2n1CC(=O)NC12CC3CC(CC(C3)C1)C2 (stereo not drawn)	-5%	i	1.1	7%	-2.7%	1.1	-5%	31%	-2.0%	-4%
O=C(Cn1nnc(-c2ccccc2NC(=O)c2ccccc2F)n1)NC1CCCC1	4%	i	0.2	2%	-5.5%	1.1	-6%	14%	-0.2%	-3%
CCN(CC)c1ccc(NC(=O)c2cnccn2)cc1S(=O)(=O)Nc1ccc(OC)cc1	7%	i	1.3	11%	-6.8%	1.1	-1%	-4%	-1.2%	6%
C/C(CCC12CC3CC(CC(C3)C1)C2)=N\NC(N)=S	-1%	?	/	2%	-5.8%	0.9	-2%	7%	-1.0%	1%
COc1ccc(C(=O)C2CCCN(C(=O)CCc3ccccn3)C2)c(C)c1 (stereo not drawn)	2%	i	0.5	3%	-4.0%	1.1	-1%	17%	0.6%	2%
Cn1nc(N)nc1N1CCN(c2ccc(F)cc2)CC1	-4%	i	0.0	5%	-5.4%	1	-2%	3%	-1.0%	-9%
O=C(O)c1cc(S(=O)(=O)N2CCOCC2)c(Sc2ccccn2)cc1Sc1ccccn1	-5%	i	1.1	8%	-5.3%	1.1	-2%	4%	0.9%	-6%

Two entries drawn at random from those above, as already listed:
SMILES	human PMI inhibitors	Myeloid diff MLP	Myeloid diff MLP GFP+ MAC1+ %	M1AAP inhibition	XIAP antagonists	TNAP activation fold	LYP phosphatase	M17LAP inhibition	CSM14.1 death rescue	human PMI inhibition
CCN1CCN(S(=O)(=O)c2cc(OC)c(Cl)cc2OC)CC1	5%	i	2.9	-5%	-3.8%	1.1	-3%	2%	1.5%	3%
COc1ccc(C(=O)C2CCCN(C(=O)CCc3ccccn3)C2)c(C)c1 (stereo not drawn)	2%	i	0.5	3%	-4.0%	1.1	-1%	17%	0.6%	2%

Continuation.
SMILES	human PMI inhibitors	Myeloid diff MLP	Myeloid diff MLP GFP+ MAC1+ %	M1AAP inhibition	XIAP antagonists	TNAP activation fold	LYP phosphatase	M17LAP inhibition	CSM14.1 death rescue	human PMI inhibition
O=C(O)/C=C\C(=O)Nc1ccc(N2CCN(c3cccc(Cl)c3)CC2)cc1	8%	i	0.4	3%	-8.7%	1.1	-4%	14%	1.5%	-2%
COc1ccc(N=C2C(=O)Nc3ccccc32)cc1	43%	i	5.0	8%	-3.4%	1	-9%	0%	-0.8%	12%
Cc1nc(C(=O)N(C)C)nn1-c1ccc(Cl)cc1Cl	-2%	i	0.5	4%	-6.6%	0.9	4%	10%	-1.2%	-11%
O=C(OCC(=O)N1CCCC1)c1ccc(S(=O)(=O)Nc2ccccc2)cc1	-2%	i	0.5	8%	-3.9%	1.1	0%	8%	-0.2%	-8%
CCOC(=O)c1cc(C#N)c(SCc2cccc3ccccc23)nc1C	7%	i	0.6	6%	-5.5%	1.1	-2%	7%	0.5%	3%
CS(=O)(=O)c1ccc(Cl)c(NC(=O)COC(=O)c2cccc(C#N)c2)c1	-8%	i	0.4	7%	-4.7%	1.1	-6%	-1%	-1.6%	-9%
C[C@@H]1CC=C[C@H]2[C@H]1C(=O)N(Cc1ccccc1)[C@H]2c1ccc2ccccc2c1	/	i	0.7	-5%	/	/	-1%	8%	/	/
COC(=O)CON1C(=O)c2ccccc2C1=O	-10%	i	2.0	7%	-23%	1.1	0%	7%	-1.5%	-3%
O=C(CN(C(=O)CCC(=O)Nc1nccs1)C1CCCC1)NCc1ccc2c(c1)OCO2	0%	i	0.1	5%	-2.6%	1.1	-5%	4%	-0.5%	-6%
CN1C2C=C(N(CCc3ccccc3)C(=O)c3ccc(Cl)cc3)CC1CC2 (stereo not drawn)	0%	i	0.4	-2%	-3.8%	1.1	-9%	10%	-1.6%	13%
